UPR CHOP act: activators of apoptotic arm of unfolded protein response (CHOP); CHO-CHOP luciferase reporter, UPR activation, luminescence; percent of tunicamycin response over DMSO baseline; activation, % at 10 µM; 0.34% of 330,000 active;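 active = at 10 µM dose, activation of 40% or more, normalized to positive control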;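 also: 100% = tunicamycin at 10 µg/mL and 0% = DMSO alone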
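System: CHO-CHOP luciferase reporter cell line; amount: 500 cells/well; buffer or medium: F12 medium containing 10% fetal bovine serum; incubation: 6 h compound exposure at 37 °C after overnight seeding; measured by: luciferase luminescence after 10 min with Steady-Glo reagent; evaluation: % reporter activation, DMSO baseline versus tunicamycin full activation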
Mdm2 MdmX PPI: inhibitors of human Mdm2/MdmX interaction. O15151+Q00987. SaOS-2 split-luciferase Mdm2/MdmX complementation, luminescence. inhibition, % at 8 µM. 3% of 330,000 active. AID 485346;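 active = inhibition of at least 50% at 8 µM in the primary screen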
Target sequence (O15151 whole entry, looked up): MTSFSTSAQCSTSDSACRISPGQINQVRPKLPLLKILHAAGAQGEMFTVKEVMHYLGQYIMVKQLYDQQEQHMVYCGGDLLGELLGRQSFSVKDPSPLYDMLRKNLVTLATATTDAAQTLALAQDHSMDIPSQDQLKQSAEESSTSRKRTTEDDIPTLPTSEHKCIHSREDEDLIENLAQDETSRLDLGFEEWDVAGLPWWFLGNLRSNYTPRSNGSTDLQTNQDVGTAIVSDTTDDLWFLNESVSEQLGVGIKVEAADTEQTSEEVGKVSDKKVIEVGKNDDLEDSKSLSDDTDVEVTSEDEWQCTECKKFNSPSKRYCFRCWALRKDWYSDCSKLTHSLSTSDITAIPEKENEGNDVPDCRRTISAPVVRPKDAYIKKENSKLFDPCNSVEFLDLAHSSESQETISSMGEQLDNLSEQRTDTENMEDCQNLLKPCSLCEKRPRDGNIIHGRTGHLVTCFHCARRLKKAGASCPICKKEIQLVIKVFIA
Target sequence (Q00987 whole entry, looked up): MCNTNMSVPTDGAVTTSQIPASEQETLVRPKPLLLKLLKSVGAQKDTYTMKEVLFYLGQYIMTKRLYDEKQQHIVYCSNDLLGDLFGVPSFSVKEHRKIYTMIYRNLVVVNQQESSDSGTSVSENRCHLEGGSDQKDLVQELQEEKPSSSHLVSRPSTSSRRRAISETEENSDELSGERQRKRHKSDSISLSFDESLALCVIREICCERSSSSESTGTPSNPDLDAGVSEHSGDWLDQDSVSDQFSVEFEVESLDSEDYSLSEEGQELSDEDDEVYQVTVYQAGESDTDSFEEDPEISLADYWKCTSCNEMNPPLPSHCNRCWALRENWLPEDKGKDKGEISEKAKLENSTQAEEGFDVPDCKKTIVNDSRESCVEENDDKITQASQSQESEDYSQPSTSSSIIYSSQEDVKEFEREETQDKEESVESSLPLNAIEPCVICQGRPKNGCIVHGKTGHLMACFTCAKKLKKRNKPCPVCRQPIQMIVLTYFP
tim10-1 inh: inhibits growth of tim10-1 mutant yeast; 2.2% of 330,000 active; S. cerevisiae tim10-1 ts strain growth, BacTiter-Glo, 24 h; inhibition, % at 20 µM;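 active = inhibition of at least 40%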;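 also: mutant grown at 25 °C; 0% = DMSO wells with yeast and 100% = wells holding no yeast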
Jurkat NFkB inh: lowers PMA/ionomycin-induced NF-kB signal in Jurkat cells | PMA/ionomycin-induced NF-kB luciferase reporter, luminescence | inhibition, % at 4 µM | 0.53% of 330,000 active | AID 435003; in the data active = inhibition above about 50%
TIM10 inh: TIM10 yeast growth inhibition. inhibition, % at 10 µM. AID 463195. 1.4% of 330,000 active. S. cerevisiae TIM10 strain growth, BacTiter-Glo luminescence, 24 h;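 active = inhibition of 40% or more at the single tested concentration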;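 also: wild-type TIM10 isogenic control strain grown at permissive 25 °C; 0% = DMSO yeast wells and 100% = minimal medium wells without yeast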
tim23-1 inh: tim23-1 yeast growth inhibition; S. cerevisiae tim23-1 growth, BacTiter-Glo luminescence, 24 h; AID 463212; 1.3% of 330,000 active; inhibition, % at 20 µM;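 active = growth inhibition of the mutant yeast at or above 50%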;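 also: temperature-sensitive mutant grown at 25 °C; plate controls were DMSO-treated mutant yeast for no effect and medium wells lacking yeast for full effect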
UPR XBP1 act: adaptive UPR (XBP1) activation. activation, % at 20 µM. CHO-XBP1 luciferase reporter, IRE1-XBP1 UPR activation, luminescence; percent of tunicamycin response, DMSO as zero. 0.33% of 330,000 active;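 active = versus positive control, 20 µM dose yields 30% or more activation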;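 also: 100% = tunicamycin at 10 µg/mL and 0% = DMSO only wells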
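Assay system: IRE1-XBP1 luciferase reporter CHO line. Input: 1000 cells/well. Buffer or medium: F12 with 10% serum. Doses: 20 µM, 1% DMSO. Times: overnight seeding at 37 °C, 6 h compound treatment at 37 °C. Technique: Steady-Glo luciferase glow luminescence, 10 min after reagent addition.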
697 NFkB inh: inhibitors of the PMA/ionomycin-induced NF-kB reporter in 697 B cells | 697 B-cell NF-kB luciferase reporter, 16 h | inhibition, % at 4 µM | 0.33% of 330,000 active | AID 435022; in the data active = inhibition above about 35%
An asterisk follows results filed as active; i = inactive. This is a subset. The share of hits here may be higher or lower than overall.

SMILES	UPR CHOP act	Mdm2 MdmX PPI	tim10-1 inh	Jurkat NFkB inh	TIM10 inh	tim23-1 inh	UPR XBP1 act	697 NFkB inh
O=C(O)c1cccc2c1NC(c1cccc([N+](=O)[O-])c1)C1CC(Sc3ccccc3[N+](=O)[O-])C(Cl)C21 (configuration not stated)	-0.6	-24	19	-4	11	26	-3	20
Brc1ccc(C2N3CCCN23)cc1 (configuration not stated)	4.1	-10	-2	7	1	12	-2	-2
CCCCCn1c(=O)c(C(=O)NCc2ccccc2)c(O)c2ccccc21	0.1	63*	-28	-15	5	8	-3	-25
O=c1[nH]c(=O)n(-c2cccc3ccccc23)c(O)c1/C=N/N1CCCCCC1	-0.1	-4	1	-3	-2	-3	0	13
C=CCOC(=O)COc1cc(C)cc2oc(=O)c3c(c12)CCC3	-2.0	21	19	13	15	12	-2	40*
COP(=S)(OC)SCN1C(=O)c2ccccc2C1=O	0.3	-8	28	-2	10	19	-6	-10
c1ccc(CCNCc2ccccc2)cc1	3.7	-5	5	13	5	-4	0	14
O=c1[nH]c(=O)n(C2CCCCC2)c(O)c1C=Nc1ccc(N2CCOCC2)cc1	-0.2	-17	-4	-13	-8	-28	2	-36
C[N+]1(CC2COC(c3ccco3)O2)CCCCC1 (configuration not stated)	-0.8	6	-2	5	1	-5	-1	-24
COC(=O)C1=C(c2ccc(S(C)(=O)=O)cc2)C[C@@H]2CC[C@H]1N2C(=O)NC1CC1	-0.7	-6	-25	-5	2	5	0	-5
COC(=O)C1=C(c2ccc(F)cc2OCc2ccccc2)C[C@@H]2CC[C@H]1N2C(=O)NCc1ccccc1OC	2.3	18	25	1	19	31	-2	5
O=[N+]([O-])c1ccc(N2CCCCCC2)c2ncccc12	2.7	-11	16	14	-1	10	6	-8
CC(C)C12CN3CCN(CC(C3)/C1=N\O)C2	-1.8	5	-8	4	0	2	-1	9
O=[N+]([O-])c1ccc(N2CCCC2)c(F)c1Br	-0.1	12	15	3	23	10	1	10
COP(=O)(OC)C(NC(=O)C(C)(C)C)=C(Cl)Cl	1.5	11	5	-13	2	9	1	-9
CN(C)C(=O)Oc1ccc2ccccc2c1Cl	6.0	6	18	-16	10	29	2	-12
CCCCP(=O)(O)CCC(=O)O	-0.5	-29	7	-9	-9	19	1	-2
COc1cccc(C(=O)C2CN(C)CC2c2ccc(Cl)cc2)c1 (configuration not stated)	-1.6	16	8	6	3	14	3	6
CCOc1ccc(N=Cc2c(O)n(-c3ccc(C)c(C)c3)c(=O)[nH]c2=O)cc1	-0.2	3	15	-4	-7	6	-3	-4
CCN1CCC2(CC1)NC(=O)c1ccccc1O2	-1.3	0	1	-12	-11	8	-1	7
O=C1/C(=C\c2cccnc2)N2CCC1CC2	-0.9	18	14	5	18	20	-1	7
C=CCn1c(O)c(C(CC)=NCCN2CCN(C(=S)NC)CC2)c(=O)[nH]c1=O	0.9	0	0	6	4	12	3	21
COc1ccc(CCNCc2ccsc2)cc1OC	2.9	15	6	-6	2	1	-4	2
COc1cc(C(C)=O)ccc1OC(=O)N(C)c1ccccc1	1.8	10	11	-1	2	19	3	-8
CCCCCCCSc1cc(OC)c(CCN(C)C)cc1OC	0.3	74*	-79	11	11	-27	4	-5
COc1ccc(CN2C(=O)NC(=O)/C(=C\c3cccc(OC)c3OC)C2=O)cc1	-0.5	28	10	-2	-9	7	0	-8
CSC1=NP(=S)(SC)N2CCCC2=C1C#N (configuration not stated)	-1.1	2	25	-7	15	3	1	-1
C=CCn1c(O)c(C(C)=NCCCN2CCOCC2)c(=O)[nH]c1=O	-0.5	9	-8	3	1	8	-3	14
Cc1cc(=O)oc2c(C)c(OCC(=O)N3CCN(Cc4ccccc4)CC3)ccc12	0.4	-5	14	2	10	16	-6	3
C=COCCn1c(C)c(C(=O)OCC)c2cc(O)ccc21	-1.5	-11	6	-2	6	5	-2	7
CN1CCN(C(=O)COc2ccc(S(=O)(=O)NCc3ccccc3)cc2Cl)CC1	-1.2	23	-1	6	4	2	-1	-7
c1ccc(NC2=NCCS2)cc1	0.8	1	-17	1	-18	-7	-1	-5
CCn1cc(CN2CCCC(C(=O)c3sccc3C)C2)cn1 (configuration not stated)	0.9	2	-2	9	-6	3	-1	-3
[O-][n+]1onc2c1CCC1N(O)CCC21O (configuration not stated)	-1.3	18	3	-21	1	9	-1	7
Fc1ccccc1CCNCc1cccc2ccccc12	2.8	-13	17	7	3	7	2	-6
CN1C(=O)CN=C(c2ccc(Cl)cc2)c2cc(Cl)ccc21	1.3	36	39	-1	25	47	-4	4
CCC1CN(C)CCC1(OC(C)=O)c1ccccc1 (configuration not stated)	0.1	-4	9	2	-5	6	-2	8
CN(C)C(=O)Oc1c(Cl)cc(Cl)c2ccccc12	0.3	-3	28	11	21	36	1	7
CCN1CCC(N(C)C2CCCCC2)CC1	-0.9	15	-2	-6	-10	-20	-4	3
CC(=O)OC1(c2ccccc2)CCN(C)CC1(C)C (configuration not stated)	0.6	26	18	10	12	0	-2	13
COc1ccc(CCn2c(O)c(/C=N/NC(=O)c3ccncc3)c(=O)[nH]c2=O)cc1OC	-0.9	12	13	2	-4	2	-4	21
O=C1CCN(C(=O)CNC(=O)Cc2ccccc2)CC1	-2.2	6	-4	-1	-1	-1	-1	5
Cc1ccc(S(=O)(=O)N(C)c2ccc(C(=O)NCC3(N(C)C)CCCCC3)cc2)cc1	1.9	3	-19	-9	-1	-12	-5	-21
CN(C)c1ccc(C(=O)N/N=C/C23CC[C@@H](O)CC2(O)CC[C@@H]2[C@@H]3CCC3(C)C(C4=CC(=O)OC4)CCC23O)cc1 (some centres not stated)	-1.0	41	15	-11	-6	9	-2	i
Cc1c(C(=O)c2ccccc2)c2ccccc2n1C	0.3	8	5	10	11	26	-4	2
Cc1cc(C=C2C(=O)N(C)C(=S)N(C)C2=O)c(C)n1-c1cccnc1	0.1	16	22	-1	7	24	-6	11
CN1CCC(c2c[nH]c3ccccc23)C1 (configuration not stated)	-0.7	-26	28	-40	6	16	-2	-14
Cc1ccc(CN2CCN(CC(=O)N3CCC4(CC3)OCCO4)C2=O)cc1	1.7	2	14	5	-13	-1	-1	-6
O=C(CNC(=O)OCc1ccccc1)NCC(=O)Nc1ccc(Br)cc1C(=O)c1ccccc1	0.2	-11	26	-3	19	14	0	-13
Cc1c(C)c2ccc(OCC(=O)N3C[C@H]4C[C@@H](C3)c3cccc(=O)n3C4)c(C)c2oc1=O	0.4	-2	1	7	-5	7	-1	18
COC(=O)C(O)(c1ccc(NC(=O)c2ccccc2)cc1)C(F)(F)F (configuration not stated)	7.3	17	2	6	12	10	0	-24
C1CC2OC2CC1C1CO1 (configuration not stated)	-1.8	0	-1	-11	8	-8	0	-13
COc1ccc(NC(=S)NC(NC(=O)CF)C(Cl)(Cl)Cl)c([N+](=O)[O-])c1 (configuration not stated)	0.6	10	8	10	9	5	-2	22
O=c1[nH]c(=O)n(Cc2ccco2)c(O)c1/C=N/N1CCCCCC1	1.5	-7	5	0	5	10	0	-5
COc1ccccc1CCNC1CCCCCC1	-0.5	-18	-8	-6	-12	-15	-2	5
COc1ccc(/C=C/C(=O)c2c(O)n(CCC3=CCCCC3)c(=O)[nH]c2=O)cc1	0.1	53*	7	2	6	10	2	0
COc1cc(CN2C(=O)NC(=O)C3(Cc4cc(C)ccc4N(C)C3)C2=O)cc(OC)c1 (configuration not stated)	-1.2	1	17	4	14	25	-4	13
O=C(N/N=C/c1c(O)n(C2CC2)c(=S)[nH]c1=O)c1ccccc1O	0.5	16	7	-1	13	-4	-1	9
O=C1NC(=O)C(=CN2CCc3ccccc32)C(=O)N1	-1.7	8	6	6	5	-9	0	12
CC(=NCCO)c1c(O)n(C2CCCCC2)c(=O)[nH]c1=O	-2.8	8	14	-18	-2	21	0	-14
(further entries)
SMILES	UPR CHOP act	Mdm2 MdmX PPI	tim10-1 inh	Jurkat NFkB inh	TIM10 inh	tim23-1 inh	UPR XBP1 act	697 NFkB inh
CN(C)CCN=Cc1c(O)n(Cc2ccco2)c(=O)[nH]c1=O	-1.7	13	7	-12	5	-12	-2	-6
Cc1cc(/C=C2\C(=O)NC(=O)N(c3ccc(Cl)cc3)C2=O)c(C)n1C	-0.9	19	20	3	0	-4	1	-7
CCCCCn1c(=O)c(C(=O)Nc2ncccc2C)c(O)c2ccccc21	46*	18	-21	2	-15	-5	36*	-23
COc1ccc(CCNCc2cccn2C)cc1	0.2	10	12	-40	8	15	0	-77
Cc1ccsc1CNCCc1ccccc1F	2.0	-1	1	-4	12	3	-4	-17
CC(CCc1ccccc1)NC(C)C(O)c1ccc(O)cc1 (configuration not stated)	0.1	12	-8	0	4	-20	-4	0
COc1cccc(CNC(=O)CCC(=O)N2C[C@H]3C[C@H](C2)c2cccc(=O)n2C3)c1OC	-0.9	16	6	5	-2	-5	-2	13
O=C1NC(=S)NC(=O)C12C(c1ccccc1)NC(=S)NC2c1ccccc1 (configuration not stated)	0.7	8	3	7	2	-2	3	11
CCOCCCNC(=O)CN1C2CCC1CC(O)(c1ccc(OC)cc1)C2 (configuration not stated)	0.3	-7	14	6	5	3	-4	7
Cc1cc2oc(=O)cc(-c3cc4ccccc4o3)c2cc1OC(=O)N(C)C	0.0	28	29	1	-8	24	3	15
CCn1c(O)c(C=NCCN2CCOCC2)c(=O)[nH]c1=S	5.5	6	-8	-12	-8	8	-5	-3
CCN(CC)CC(=O)Nc1ccc(Cl)cc1C(=O)c1ccccc1	-1.4	13	22	-12	38	25	-3	-21
O=C(COc1ccccc1)N1CCN(C2CCCC2)CC1	-0.6	16	-10	-14	3	7	-2	3
COC(=O)C1=C(c2ccc(F)cc2OCc2ccccc2)C[C@@H]2CC[C@H]1N2C(=O)NCc1ccc(C(F)(F)F)cc1	13	36	9	14	12	16	1	-3
CC1(C)Cc2c(sc3c2C(=O)NC(c2cccnc2)N3)CO1 (configuration not stated)	-1.4	-16	28	-5	9	13	0	-12
NNC(=O)c1ccc(Cl)cc1	-2.2	-23	9	11	2	8	0	11
Cc1ccsc1C(=O)C1CCCN(Cc2cnc(N(C)C)s2)C1 (configuration not stated)	-0.4	-5	12	-1	3	14	-1	-3
CCc1cc2c(N3CCN(C)CC3)ncnc2s1	-1.7	-1	-10	-2	6	-3	-2	-11
O=C(CCl)NCC1CCCO1 (configuration not stated)	-1.2	-4	17	-4	-1	3	-3	18
